TrxR1 substrate – substrates of rat thioredoxin reductase 1. purified TrxR1 substrate turnover, NADPH consumption readout. Potency, µM (doses to about 114 µM), without a hit: top-dose activity change, negative = substrate turnover. actives 0.01% (n = 390,000); further: on the % scale 0 is the no-effect control and ±100 the full control effect; nearly all actives have a fitted effect of over 50% in size
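Rat TrxR1, dispensed at 90 nM, was prereduced with 400 uM NADPH (final) for 5 min at ~22 deg C, then incubated with compound 15 min before 400 uM selenite. A first-read NADPH fluorescence drop versus no-compound background flagged substrates.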
Vif-A3F inh – inhibitors of Vif-A3F interaction | HeLa A3F-eYFP + Vif (tagged APOBEC3F with the HIV-1 protein that degrades it), YFP fluorescence increase | Potency, µM (top dose mostly 46.1 µM), for the others: at the top dose activity, negative = active | actives 0.2% (n = 390,000); further: % of control where 0% means no effect; nearly all actives have a fitted effect of over 65% in size
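Fluorescence increase (Ex 488/Em 500-530) after overnight compound treatment at 37 deg C flags inhibition of Vif-driven A3F-eYFP loss in stable HeLa A3F-eYFP/Vif cells seeded overnight beforehand.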
RXFP1 agonist – activates the human relaxin receptor RXFP1; actives 0.3% (n = 370,000); Q9HBX9; Potency, µM (doses to about 57.5 µM), without a hit: at the highest dose activation, most hits filed as activators; HEK293T-RXFP1 cAMP TR-FRET, 30 min; response scale: percent of porcine relaxin response, buffer zero; further: on the % scale 0 is the no-effect control and ±100 the full control effect; nearly all actives have a fitted effect of over 60% in size; many of its hits are not listed in these tables
Target sequence (Q9HBX9 whole entry, looked up): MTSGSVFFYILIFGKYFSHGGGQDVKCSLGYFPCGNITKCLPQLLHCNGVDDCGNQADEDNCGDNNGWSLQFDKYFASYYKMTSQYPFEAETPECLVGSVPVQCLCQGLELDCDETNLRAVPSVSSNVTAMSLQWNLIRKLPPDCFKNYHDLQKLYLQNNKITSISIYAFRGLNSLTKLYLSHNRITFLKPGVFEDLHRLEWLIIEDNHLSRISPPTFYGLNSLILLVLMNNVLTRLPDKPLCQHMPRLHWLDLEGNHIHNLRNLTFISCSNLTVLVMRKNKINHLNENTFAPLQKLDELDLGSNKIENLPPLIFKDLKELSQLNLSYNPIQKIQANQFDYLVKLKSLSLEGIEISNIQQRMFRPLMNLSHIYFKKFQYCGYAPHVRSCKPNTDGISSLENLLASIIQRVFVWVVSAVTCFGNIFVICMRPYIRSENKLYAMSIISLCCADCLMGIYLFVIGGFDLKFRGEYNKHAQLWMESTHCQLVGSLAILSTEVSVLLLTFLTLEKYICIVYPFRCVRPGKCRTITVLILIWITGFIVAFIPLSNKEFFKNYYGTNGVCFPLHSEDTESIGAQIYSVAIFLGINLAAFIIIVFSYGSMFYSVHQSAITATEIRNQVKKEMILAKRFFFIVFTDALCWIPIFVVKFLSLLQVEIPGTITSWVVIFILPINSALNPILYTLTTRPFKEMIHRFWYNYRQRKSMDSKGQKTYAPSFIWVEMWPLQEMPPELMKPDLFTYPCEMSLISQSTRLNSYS
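Agonist response is measured as cAMP accumulation in an RXFP1-transfected HEK293T line under PDE4 inhibition. Values are scaled between buffer-only and 29 nM porcine relaxin, and EC50s come from standard Hill equation fits.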
Vif-A3G inh – blocks the Vif interaction with human APOBEC3G. Q9HC16. actives 0.076% (n = 410,000). Potency, µM (doses to about 46.1 µM), without a hit: at the top dose activity, negative = active, hits mostly inhibitors. AID 602310. HeLa A3G-eYFP + Vif (tagged APOBEC3G with the HIV-1 protein that degrades it), YFP fluorescence, overnight;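 further: on the % scale 0 is the no-effect control and ±100 the full control effect; nearly all actives have a fitted effect of over 60% in size; hits raise eYFP signal because A3G escapes Vif-driven loss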
Target sequence (Q9HC16 whole entry, looked up): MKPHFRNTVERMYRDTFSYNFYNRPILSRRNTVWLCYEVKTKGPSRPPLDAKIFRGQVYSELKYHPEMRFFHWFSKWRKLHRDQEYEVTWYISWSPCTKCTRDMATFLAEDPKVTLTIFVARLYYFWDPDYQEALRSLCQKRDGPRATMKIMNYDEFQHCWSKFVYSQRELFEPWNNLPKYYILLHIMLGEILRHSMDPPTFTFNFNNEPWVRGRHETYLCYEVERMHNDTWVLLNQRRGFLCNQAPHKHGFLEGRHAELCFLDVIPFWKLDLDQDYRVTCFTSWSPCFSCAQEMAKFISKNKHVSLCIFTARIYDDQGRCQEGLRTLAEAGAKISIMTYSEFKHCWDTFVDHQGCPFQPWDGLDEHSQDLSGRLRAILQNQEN
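Read-out is eYFP fluorescence (Ex 488/Em 500-530) from Vif-expressing HeLa A3G-eYFP cells; more signal means A3G escaped Vif-mediated degradation. Cells plated overnight, compound pinned in, incubated overnight at 37 deg C.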
USP1 inh – inhibitors of human USP1/UAF1 deubiquitinase; O94782; recombinant USP1/UAF1, Ub-Rhodamine cleavage fluorescence; Potency, µM (titrated, usually from 57.1 µM), for the others: top-dose activity change, negative = inhibition, hits mostly inhibitors; actives 0.23% (n = 390,000); AID 743255; further: on the % scale 0 is the no-effect control and ±100 the full control effect; nearly all actives have a fitted effect of over 60% in size; inactives centre near -12
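USP1/UAF1 complex at 1 nM was preincubated with compound for 15 min at room temperature, then Ub-Rho substrate (150nM final) was added. Fluorescence (480/540 nm) was read kinetically, 6 reads every 60 seconds.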
RGS4 inh – blocks human RGS4-accelerated GTP hydrolysis; Transcreener GDP fluorescence polarization, RGS4-accelerated GTP hydrolysis; actives 0.039% (n = 390,000); Potency, µM (highest dose often 114 µM), for the others: at the highest dose activity change, negative = inhibition, usual class: inhibitors; further: on the % scale 0 is the no-effect control and ±100 the full control effect; nearly all actives have a fitted effect of over 75% in size; some results filed as inactive show a strong effect at the top dose
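MLSMR compounds (23 nl, pin-transferred) preincubated 10 min at room temperature with a 500nM (2x) first reagent, then RGS4 at 900nM (2x) plus Transcreener GDP mix added; fluorescence polarization (620/688 nm) read before and after 90 min at 30 °C.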
ALOX12 inh – ALOX12 (human) lipoxygenase inhibition. purified 12hLO, xylenol orange hydroperoxide absorbance. Potency, µM (top dose mostly 108 µM), inactives show at the top dose activity change, negative = inhibition, most hits filed as inhibitors. actives 1.1% (n = 580,000); further: on the % scale 0 is the no-effect control and ±100 the full control effect
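Hydroperoxide product was detected by ferrous iron/xylenol orange as the 573 to 405 nm absorbance ratio. Arachidonic acid at 40 uM (final) was turned over for 30 min at room temperature by 150 nM human 12hLO, pH 7.0 Hepes buffer, after 15 min compound preincubation.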
rTrxR1 inhibitor – rat TrxR1 inhibition; recombinant rTrxR1, NADPH fluorescence consumption, selenite substrate; Potency, µM (highest dose often 114 µM), inactives show at the highest dose activity change, negative = inhibition, hits mostly inhibitors; actives 1% (n = 390,000); AID 588453; further: on the % scale 0 is the no-effect control and ±100 the full control effect; nearly all actives have a fitted effect of over 65% in size
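Rat TrxR1 (90 nM in the dispensed reagent) was pre-reduced with 400 uM NADPH for 5 min at room temperature, then incubated with compound for 15 min. After 400 uM selenite was added, NADPH fluorescence (Ex 340/Em 450 nm) was followed for 8 min.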
mIDH1 inhibitor – human IDH1 R132H inhibition; IDH1-R132H enzyme, NADPH consumption, diaphorase/resazurin fluorescence; Potency, µM (highest dose often 76.6 µM), for inactives: at the highest dose activity change, negative = inhibition, most hits filed as inhibitors; O75874; actives 0.093% (n = 390,000); AID 602179; further: on the % scale 0 is the no-effect control and ±100 the full control effect; nearly all actives have a fitted effect of over 65% in size
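IDH1-R132H (0.5 ug/mL) preincubated 30 min with compound, then NADPH (0.016 mM) and alpha-KG (2 mM) added; 80 min at RT, pH 7.5. Remaining NADPH coupled via diaphorase/resazurin to fluorescence (540/590 nm); concentration-response curves normalized to no-enzyme control.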
Numbers without * were called inactive; ? = inconclusive; . = not tested or not shown; & = joins results of further samples; [ ] = another dose, or the depositor's remark. The call rests on the fitted dose curve; in most records, active means well fitted curve in the direction sought with a large enough effect; inconclusive means small, poorly fitted or top-dose-only effect, or another doubt; inactive means no such curve, though single readings can be large; an effect the other way counts as inactive or inconclusive. Potency means the concentration at half of the fitted maximal effect. This is a subset; count on the stated rates, not on these rows.

Values run as follows: TrxR1 substrate	Vif-A3F inh	RXFP1 agonist	Vif-A3G inh	USP1 inh	RGS4 inh	ALOX12 inh	rTrxR1 inhibitor	mIDH1 inhibitor
1	CC(=O)Nc1nonc1NC(=O)CSc1ncn[nH]1
  6.0%	1.1%	2.2%	-2.3%	0.4%	-15.7%	0.0%	4.8%	0.8%
2	Cc1ccc(C)c(NC(=O)C2CCCN(c3ncnc4onc(C)c34)C2)c1 (configuration not stated)
  -0.7%	-12.9%	-0.5%	-1.3%	?	22.5%	-2.5%	16.0%	-14.2%
3	Nc1c(C(=O)Nc2ccc(F)cc2)sc(=S)n1-c1ccccc1F
  -9.2%	-1.3%	-2.1%	1.2%	0.1%	-44.5%	?	-24.0%	14.2%
4	CC1CCc2[nH]c3ccc(C(=O)Nc4ccc(C(=O)N(C)C)cc4)cc3c2C1 (configuration not stated)
  6.6%	0.7%	0.0%	0.9%	-16.1%	-47.3%	448.8%[activator]	-8.8%	-1.1%
5	O=C(NCCc1ccccc1Cl)c1ccc2c(c1)nc1n2CCOC1
  1.7%[57.1 µM]	-5.1%	4.1%	4.4%	-10.2%	-8.4%	-13.3%	9.2%[57.1 µM]	14.5%
6	Cc1ccc(CNC(=O)COC(=O)c2cnccn2)cc1
  -4.9%	0.1%	4.7%	2.5%	-13.3%	-28.5%	11.0%	-1.3%	2.6%
7	Cc1nc2nc(SCC(N)=O)[nH]c2cc1Br
  12.7%[57.1 µM]	-11.3%	-0.5%	-4.7%	-3.0%	6.4%	?	1.4%[57.1 µM]	4.0%
8	Cc1ccccc1Cn1c(SCc2ccc(C(=O)NC3CCCCC3)cc2)nc2ccncc21
  -3.3%	0.8%	-1.3%	1.5%	-19.1%	5.8%	-0.3%	16.2%	-15.3%
9	CCOC(=O)C1=C(C)Nc2nc(C)nn2C1c1ccc(C)cc1 (configuration not stated)
  1.8%[57.1 µM]	-5.3%	1.7%	-2.2%	-7.1%	-49.9%	250.3%[activator]	1.5%[57.1 µM]	0.0%
10	Cc1ccccc1NC(=O)CN1C(=O)S/C(=C/c2cccnc2)C1=O
  3.2%	-2.4%	6.8%	0.7%	-14.6%	-30.3%	-8.6%	-0.9%	3.4%

Shown with each value named: part of the list above.
[5] O=C(NCCc1ccccc1Cl)c1ccc2c(c1)nc1n2CCOC1
  TrxR1 substrate: 1.7%[57.1 µM]
  Vif-A3F inh: -5.1%
  RXFP1 agonist: 4.1%
  Vif-A3G inh: 4.4%
  USP1 inh: -10.2%
  RGS4 inh: -8.4%
  ALOX12 inh: -13.3%
  rTrxR1 inhibitor: 9.2%[57.1 µM]
  mIDH1 inhibitor: 14.5%

[6] Cc1ccc(CNC(=O)COC(=O)c2cnccn2)cc1
  TrxR1 substrate: -4.9%
  Vif-A3F inh: 0.1%
  RXFP1 agonist: 4.7%
  Vif-A3G inh: 2.5%
  USP1 inh: -13.3%
  RGS4 inh: -28.5%
  ALOX12 inh: 11.0%
  rTrxR1 inhibitor: -1.3%
  mIDH1 inhibitor: 2.6%

[7] Cc1nc2nc(SCC(N)=O)[nH]c2cc1Br
  TrxR1 substrate: 12.7%[57.1 µM]
  Vif-A3F inh: -11.3%
  RXFP1 agonist: -0.5%
  Vif-A3G inh: -4.7%
  USP1 inh: -3.0%
  RGS4 inh: 6.4%
  ALOX12 inh: ?
  rTrxR1 inhibitor: 1.4%[57.1 µM]
  mIDH1 inhibitor: 4.0%

Further entries follow:
Values run as follows: TrxR1 substrate	Vif-A3F inh	RXFP1 agonist	Vif-A3G inh	USP1 inh	RGS4 inh	ALOX12 inh	rTrxR1 inhibitor	mIDH1 inhibitor
11	Brc1cc2c(cc1Br)OCCOCCOCCOCCO2
  5.0%[57.1 µM]	-19.4%	1.1%	-0.4%	1.3%	?	2.1%	10.7%[57.1 µM]	-3.2%
12	COc1ccc(/C=C/C(=O)NC(=S)Nc2cc([N+](=O)[O-])ccc2O)cc1OC
  -5.0%	-13.9%	0.8%	1.1%	-18.8%	-31.2%	?	5.1%	-3.8%
13	CCOC(=O)c1c(-c2ccc(-c3ccccc3)cc2)csc1NC(=O)CCN1CCOCC1
  -7.5%	1.3%	-0.5%	-6.3%	-5.2%	-11.1%	16.3%	-0.8%	4.9%
14	CCOc1ccc2c(c1)sc(=NC(=O)C1CC1)n2C
  2.0%	-1.5%	3.1%	1.3%	-0.4%	6.9%	11.2%	6.4%	0.0%
15	O=C(CSc1nc2nn(-c3ccccc3)c(=O)c-2c2n1CCCCC2)Nc1cccc(F)c1
  -0.1%	1.0%	.	-7.3%	-18.5%	-2.7%	-4.5%	18.9%	11.3%
16	CCC(Sc1nc2ccccc2c2nc(CCc3c(C)n[nH]c3C)nn12)C(=O)Nc1ccccc1F (configuration not stated)
  2.2%[57.1 µM]	1.2%	0.9%	-0.6%	-37.2%	-14.9%	-0.1%	14.5%[57.1 µM]	15.2%
17	O=C(O)CCC(=O)OCCCc1cc2ccccc2c(=O)o1
  2.1%	-7.8%	.	-0.3%	12.2%	-3.4%	15.3%	5.5%	-1.2%
18	Cc1ccnc(NC(=O)c2ccccc2NC(=O)C(C)(C)C)c1
  -2.4%	-4.5%	2.0%	-26.0%	-8.2%	9.7%	0.0%	4.1%	2.8%
19	COc1cc(NC(=O)C/C(C)=N/NC(=O)c2cccs2)c(OC)cc1Cl
  -0.2%	-0.7%	2.8%	-5.3%	-16.7%	-19.1%	-6.8%	-0.2%	-1.8%
20	CC(NCc1ccc2c(c1)OCO2)C(=O)NC1CCCCC1 (configuration not stated)
  11.8%[57.1 µM]	-6.0%	-0.6%	-0.1%	?	9.0%	-14.5%	20.8%[11.4 µM]	5.1%

Going on with the list:
entry | mol | TrxR1 substrate | Vif-A3F inh | RXFP1 agonist | Vif-A3G inh | USP1 inh | RGS4 inh | ALOX12 inh | rTrxR1 inhibitor | mIDH1 inhibitor
21 | NS(=O)(=O)c1ccc(CCNC(=O)/C=C/c2cccc([N+](=O)[O-])c2)cc1 | 1.3% | 7.3% | 2.9% | -4.1% | 0.9% | 22.3% | 1.6% | 30.0% | 0.0%
22 | CS(=O)(=O)c1ccc(CNC(=O)C2(C(F)(F)F)C/C(=C/CCO)CCCO2)cc1 (configuration not stated) | -4.5%&-4.2% | -1.6% | . | 0.9%&2.9% | -26.3% | -9.9%&16.2% | 4.7% | -8.6%&-1.0% | 0.0%[38.3 µM]
23 | Cc1cc(C)c(C(=O)CSc2nc(C)cc(C)c2C(N)=O)c(C)c1 | 3.1%[57.1 µM] | 4.1% | 0.1% | -1.5% | -11.2% | 1.4% | -14.0% | -0.9%[57.1 µM] | 1.4%
24 | COc1ccc(C2CC(c3ccccc3)=NN2S(=O)(=O)c2ccc(C)cc2)c(OC)c1 (configuration not stated) | -8.2% | -29.5% | -0.5% | -6.2% | -25.6% | -32.7% | -0.1% | 5.9%[57.1 µM] | -4.9%
25 | Cc1cc(OC(=O)c2c(C)cc(O)cc2O)cc(O)c1C(=O)O | -6.0% | -6.7% | -0.3% | -1.1% | 13.0% | 13.6% | ? | 4.3% | -8.3%
26 | O=C(NC1CCCN(Cc2ccc(Cl)cc2)C1)c1ccnc(Cl)c1 (configuration not stated) | 3.9% | 0.3% | 0.7% | 2.6% | -16.9% | 0.4% | ? | 36.9% | -3.3%
27 | COc1ccc(C(=O)N2CCCC2(C#N)c2ccccc2)cc1[N+](=O)[O-] (configuration not stated) | -0.7%[57.1 µM] | 1.8% | 7.0% | 0.8% | -25.1% | -16.4% | -5.9% | 0.6%[57.1 µM] | -0.2%
28 | COc1ccccc1C(=O)NC(=O)COC(=O)CNC(=O)c1ccc(Cl)c([N+](=O)[O-])c1 | 3.7% | -16.1% | 0.3% | -1.2% | -21.6% | 11.2% | ? | 18.9% | -11.0%
29 | C[C@@H]1CN([C@@H](C)CO)C(=O)CCCn2nncc2CO[C@@H]1CN(C)C(=O)C1CCCCC1 | . | -4.1% | . | -0.2% | -12.0% | . | 8.8% | . | -5.0%
30 | COc1ccc2ccccc2c1/C=N/NC(=O)c1sc(N)c(C#N)c1C | 3.5% | ? | 2.2% | ? | -19.7% | ? | 0.1% | 7.1% | 9.3%
31 | CCN(CC)CCCNC(=O)CNC(=O)c1nn(-c2ccc(OC)cc2)c(=O)c2ccccc12 | 4.4%[57.1 µM] | -27.4% | 2.3% | -3.1% | -8.4% | 9.1% | 0.0% | -6.4%[57.1 µM] | 6.7%
32 | CSc1cccc(NC(=O)C2CCN(S(=O)(=O)c3ccc(F)cc3)CC2)c1 | -3.7% | -0.9% | 0.6% | 1.5% | -8.4% | 9.0% | -4.7% | 1.0% | -5.6%
33 | O=S(=O)(c1ccccc1)[C@@]1(c2ccc(Br)cc2)C[C@@H]2ON=C(c3cccc(Br)c3)[C@@H]2C1 | 1.0% | -1.0% | -0.1% | 3.4% | -18.5% | 0.8% | -4.7% | 12.9% | -13.2%
34 | CC(=O)N1CC(C)Sc2ccc(S(=O)(=O)NCc3ccc(F)cc3)cc21 (configuration not stated) | -1.6% | 1.8% | 0.5% | 4.6% | -7.7% | 4.7% | 0.3% | 10.6% | 1.5%
35 | COc1cc(NC(=S)NCCN2CCOCC2)cc(OC)c1 | 2.1% | -1.1% | 2.8% | 0.0% | -9.2% | -25.5% | -10.3% | -1.4% | 7.8%
36 | Cc1cccnc1NCC(O)COc1ccccc1 (configuration not stated) | 20.9%[57.1 µM] | -8.6% | -0.7% | 1.0% | -22.1% | -27.5% | -6.5% | 5.4%[57.1 µM] | -2.4%
